rCAG binder: binders of r(CAG) RNA repeats, primary screen, biochemical, fluorescence. r(CAG) RNA repeat, TO-PRO-1 dye displacement fluorescence. 370,000 compounds, 1.3% hits. inhibition, % at 3 µM;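 active = inhibition above the plate cutoff, the mean of all test compounds on that plate plus 3 SD, cut at about 35% in these data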;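 also: 0% = DMSO alone and 100% = 100 µM mitoxantrone as full dye displacement; higher means more dye released from RNA so lower well fluorescence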
HTRA1 inhibitor: HTRA1 serine protease inhibitors, primary screen, biochemical, fluorescence polarization, HTS. AID 504803, 2011. inhibition, % at 5.96 µM. Q92743. 340,000 compounds, 0.5% hits. recombinant HTRA1, FP-rhodamine activity-based probe; in the data active = inhibition above about 36%;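 also: 0% = enzyme with DMSO and 100% = wells lacking enzyme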
NR1D1 modulator: modulators of Rev-erb alpha DNA binding, primary screen, biochemical, FITC-DNA, fluorescence polarization, uHTS | Nuclear receptor subfamily 1 group D member 1 (Homo sapiens), P20393 | activity, % at 10 µM | AID 1259318, 2017 | 370,000 compounds, 0.79% hits | Rev-erbα–FITC-DNA binding, 90 min;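 active = activity above about 14%, limit read from the data; passing the limit was not always enough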;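 also: 0% = DMSO wells with 35 nM protein and 100% = DMSO wells with 750 nM protein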
Target sequence (P20393 whole entry, looked up): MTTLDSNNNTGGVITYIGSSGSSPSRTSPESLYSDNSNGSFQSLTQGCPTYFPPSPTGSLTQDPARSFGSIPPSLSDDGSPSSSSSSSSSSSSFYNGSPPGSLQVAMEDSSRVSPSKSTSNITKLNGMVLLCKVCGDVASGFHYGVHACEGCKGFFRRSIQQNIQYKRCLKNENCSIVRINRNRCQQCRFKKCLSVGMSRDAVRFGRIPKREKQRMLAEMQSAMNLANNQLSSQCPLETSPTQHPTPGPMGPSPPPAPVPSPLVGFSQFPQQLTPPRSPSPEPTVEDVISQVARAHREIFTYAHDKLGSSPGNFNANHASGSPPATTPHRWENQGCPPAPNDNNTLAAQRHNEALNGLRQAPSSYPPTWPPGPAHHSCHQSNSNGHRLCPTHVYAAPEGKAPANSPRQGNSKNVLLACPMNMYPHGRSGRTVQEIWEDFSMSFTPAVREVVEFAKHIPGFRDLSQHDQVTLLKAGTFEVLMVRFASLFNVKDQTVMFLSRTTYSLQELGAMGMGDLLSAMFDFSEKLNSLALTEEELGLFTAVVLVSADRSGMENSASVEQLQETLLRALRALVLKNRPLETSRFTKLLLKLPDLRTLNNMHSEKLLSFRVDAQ
ABHD4 inh: ABHD4 inhibitors, primary screen, biochemical, fluorescence polarization, mouse. (Lyso)-N-acylphosphatidylethanolamine lipase (Mus musculus), Q8VD66. purified mABHD4, FP-Rh probe fluorescence polarization. inhibition, % at 8.92 µM. 370,000 compounds, 0.54% hits. AID 720543, 2013;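 active = inhibition exceeding the mean over every tested compound plus 3 SD, cut at about 30% in these data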;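 also: 0% = plate median of compound wells and 100% = S159A mutant with DMSO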
Target sequence (Q8VD66 whole entry, looked up): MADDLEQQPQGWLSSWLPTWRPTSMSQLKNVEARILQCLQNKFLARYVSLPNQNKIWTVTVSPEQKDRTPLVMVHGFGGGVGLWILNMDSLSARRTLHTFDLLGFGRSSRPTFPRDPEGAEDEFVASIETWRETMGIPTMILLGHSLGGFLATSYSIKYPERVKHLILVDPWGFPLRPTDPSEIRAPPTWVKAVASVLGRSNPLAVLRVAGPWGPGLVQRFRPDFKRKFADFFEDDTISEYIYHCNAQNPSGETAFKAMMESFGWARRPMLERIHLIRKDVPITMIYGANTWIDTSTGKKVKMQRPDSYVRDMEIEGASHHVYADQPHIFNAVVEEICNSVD
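Assay system: Wild-type mouse ABHD4 protein | Medium: HEPES pH 7.0 buffer, 150 mM NaCl, 0.01% Pluronic F-127 | Incubation: Enzyme–compound pre-incubation 45 min, then probe 60 min, both 25 °C | Technique: Fluorescence polarization with parallel and perpendicular emission, 525/598 nm | Evaluation: % inhibition of FP-Rh probe binding versus controls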
PG9 binder: binders of HIV-1 gp120 antibody PG9, primary screen, biochemical, TR-FRET; inhibition, % at 6.7 µM; 360,000 compounds, 0.43% hits; TR-FRET gp120-PG9 antibody binding; AID 624416, 2012; HIV-1 gp120 / PG9 antibody interaction; in the data active = inhibition above about 8.5%
UHRF1 MBD2 ctr: UHRF1 methylated DNA binding inhibitors, primary screen, counter-screen for MBD2 inhibitor project, biochemical, TR-FRET, human UHRF1, single concentration; UHRF1 binding to methylated oligo; inhibition, % at 4.4 µM; 370,000 compounds, 0.75% hits; in the data active = inhibition above about 21%;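 also: UHRF1 SRA domain binding a hemimethylated CpG hairpin DNA probe; 0% = median of test compound wells and 100% = reference inhibitor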
LEDGF integ inh: blockers of LEDGF/p75-dependent integrase strand transfer – biochemical, TR-FRET, high throughput, primary screen; HIV-1 integrase (with human LEDGF/p75); TR-FRET IN-LEDGF/p75 DNA integration, Eu/Cy5; inhibition, % at 3.7 µM; 370,000 compounds, 0.64% hits;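 active = inhibition above the screen-wide mean plus 3 SD, cut at about 13% in these data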;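 also: signal is the Cy5 over europium emission ratio at 671 and 618 nm; 0% = plate median of compound wells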
TCR-CD3 inh: inhibitors of human TCR-CD3 interaction, primary screen, biochemical, fluorescence, TAMRA-labeled TCR probe | T-cell receptor (TCR) | inhibition, % at 9.4 µM | 360,000 compounds, 0.37% hits | AID 651800, 2012; in the data active = inhibition above about 19%;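 also: recombinant mutant TCR 2C K166C tagged with TAMRA read by polarization; 0% = receptor in buffer alone and 100% = receptor with positive control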
MBD2 DNA inh: inhibitors of MBD2 binding to methylated DNA, primary screen, biochemical, TR-FRET, DNA-binding domain, human. Methyl-CpG-binding domain protein 2 (Homo sapiens), Q9UBB5. MBD2 binding to methylated oligonucleotide. inhibition, % at 4.4 µM. 370,000 compounds, 0.31% hits. AID 686964, 2013; in the data active = inhibition above about 13%
PRMT1 FP inh: PRMT1 methyltransferase inhibitors, primary screen, biochemical, fluorescence polarization; Protein arginine N-methyltransferase 1 (Homo sapiens), Q99873; 370,000 compounds, 1.3% hits; inhibition, % at 2.79 µM; recombinant PRMT1, activity-based probe fluorescence polarization;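 active = inhibition above about 21% made by adding two undisclosed values, limit read from the data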
* hit, by the source's call; · = no result given. The list is partial; rates above refer to the full screens.

entry	canonical_smiles	MBD2 DNA inh	ABHD4 inh	NR1D1 modulator	LEDGF integ inh	HTRA1 inhibitor	PG9 binder	UHRF1 MBD2 ctr	PRMT1 FP inh	TCR-CD3 inh	rCAG binder
1	CN(CC(=O)Nc1ccccc1Cl)C(=O)COC(=O)c1ccc(Cl)nc1	-6	4	-1	-4	0	2.2	-1	-2	-8	-2
2	O=C(C1=C[C@H](c2csc3ccccc23)C[C@H](OCc2ccc(CO)cc2)O1)N1CCN(Cc2ccccc2)CC1	-6	-14	4	5	-64	-3.6	1	5	-6	3
3	C=CCN(CC=C)CCOc1ccc2ccccc2c1	1	5	1	4	-5	-2.4	-2	-3	3	-6
4	O=C(Cc1ccccc1)Nc1c[nH]c(=O)[nH]c1=O	-5	0	-1	0	7	0.4	0	0	3	-1
5	O=C(O)C1CCC(CNCc2ccccc2Cl)CC1 (stereo unspecified)	2	-2	-4	1	9	-3.2	2	-1	-1	3
6	Cc1ccc(-n2c(N)c(C(=O)N3CCN(C)CC3)sc2=S)cc1	-3	1	5	0	1	2.4	1	86*	-5	-3
7	CSc1cccc(NC(=O)/C=C/c2cccc(Cl)c2)c1	-3	-72	-2	-2	-77	-2.4	-6	1	0	7
8	Cn1cccc1C(=O)NC1CCCCC1	3	1	1	2	-1	-0.6	-1	-3	7	3
9	O=C(NCCN1C(=O)S/C(=C\c2cccnc2)C1=O)c1cc(S(=O)(=O)N2CCOCC2)ccc1F	0	-4	-3	3	-3	-0.8	2	1	-1	2
10	COc1ccc(-c2cc(=O)oc3cc(OCC(=O)NCCN4CCOCC4)ccc23)cc1	-3	-6	5	4	4	1.3	1	0	0	-4
11	CC(C)CN(C(=O)CCNC(=O)c1ccc(Cl)cc1)C1CCS(=O)(=O)C1 (stereo unspecified)	1	3	1	-3	-4	-0.7	0	0	-8	-2
12	COc1ccc(-c2ccnc3nc(/N=C/N(C)C)nn23)cc1	3	0	-4	2	·	0.3	1	-2	1	-4
13	COc1ccc(NC(=O)Cn2c(-c3ccccc3)cc(C(C)=O)c2C)c(OC)c1	-2	-4	5	4	3	0.1	3	0	1	-4
14	CCOC(=O)c1cc2ccccc2n1CC(=O)c1ccccc1	-2	3	-5	-4	-6	-0.1	1	3	-9	-1
15	CCOC(=O)CCc1c(C)c(C#N)c2nc3ccccc3n2c1-n1ccnc1C	-3	2	-2	0	-6	0.0	2	-1	-1	7
16	Cc1cc(C)n(CC(O)COc2ccc(F)cc2)n1 (stereo unspecified)	-1	2	6	1	5	-2.3	0	0	3	-3
17	Cc1ccc2cc(C)c(SCC(=O)Nc3ccc(S(=O)(=O)N4CCCC4)cc3)nc2c1	3	-6	27*	2	-45	2.3	-3	-1	-4	9
18	COc1ccc(CNC(=O)c2sc(=O)n(Cc3ccccc3OC)c2C)cc1	3	-4	-11	2	·	0.7	3	-5	3	2
19	O=C(Nc1ccc(S(=O)(=O)Nc2nccs2)cc1)c1cccc(F)c1	0	0	-2	0	-15	-2.9	-1	0	-4	13
20	CN(C)S(=O)(=O)c1cccc(C(=O)OCC(=O)NCc2ccccc2)c1	-9	0	1	-3	-1	0.3	-4	-2	9	2
21	CCO[C@@H]1OC(C(=O)NC2CC2)=C[C@H](c2ccc(Br)cc2)[C@H]1CCCO	-2	-3	-9	-2	-5	1.8	1	-3	7	-3
22	Cc1cccc(-c2nc3c(c(SCC(=O)N4CCOCC4)n2)COC(C)(C)C3)c1	4	3	-1	-3	4	-0.7	1	1	-5	-6
23	CCC(C)NC(=O)c1ccc(NS(=O)(=O)c2ccc3[nH]c(=O)[nH]c3c2)cc1 (stereo unspecified)	6	-8	-5	1	4	-1.0	4	0	-3	2
24	COc1ccc(N2CCN(C3CC(=O)N(C)C3=O)CC2)cc1 (stereo unspecified)	3	-2	-2	0	5	-0.5	-1	0	2	0
25	CC1(C)N=C(c2ccc(Cl)cc2)C(=O)N1	0	0	-3	3	5	-0.9	4	-1	-1	2
26	CC(=O)N(C)C1=C(O)c2ccccc2C(=O)C1=O	-6	5	5	1	4	-1.0	-10	-4	-4	-2
27	COc1ccc(CN2CCNC(=O)C2CC(=O)N(C)CC2CCOCC2)c(F)c1 (stereo unspecified)	-6	-4	2	-1	1	-1.2	-3	-3	9	-4
28	CCc1ccc2[nH]c(=O)c(CN(CCCN3CCOCC3)C(=O)Nc3ccc(F)cc3)cc2c1	6	7	2	1	-8	0.2	-1	0	-1	-6
29	Clc1cccc2sc(N3CCOCC3)nc12	6	-9	1	-1	-17	0.9	4	4	-2	2
30	O=C(O)c1ccc2c(c1)C(=O)N(c1cccc3ccccc13)C2=O	-3	24	0	-3	1	-0.1	-1	2	5	5
31	Cc1c(NC(=O)C(C)OC(=O)c2c3c(nc4ccccc24)CCC3)c(=O)n(-c2ccccc2)n1C (stereo unspecified)	2	-2	-9	2	2	0.6	4	2	11	4
32	CCCNC(=O)C(NS(=O)(=O)c1cccc2nsnc12)c1ccccc1 (stereo unspecified)	0	2	-4	-2	-3	-0.6	2	1	6	2
33	O=S(=O)(c1ccccc1F)N1CCC(c2nc3ccccc3o2)CC1	0	7	0	0	·	·	-1	3	·	3
34	CC(=O)Nc1ccc(NC(=O)C(C)OC(=O)/C=C/c2ccc3c(c2)OCO3)cc1 (stereo unspecified)	0	0	-5	0	0	-2.6	2	-1	-2	1
35	CN(C)CCN1CCN(C2CN(Cc3cn(Cc4cccc(Cl)c4)nn3)S(=O)(=O)C2)CC1 (stereo unspecified)	9	5	-1	0	·	0.7	21	-4	2	2
36	Cc1cc(S(=O)(=O)NCc2ccccc2)ccc1OCC(=O)N1CCOCC1	2	-9	-3	2	1	-0.2	-2	-2	-3	-3
37	Cc1ccc(C(NC(=O)c2ccccc2)C(Cl)Cl)cc1 (stereo unspecified)	-2	-15	1	1	-25	0.4	6	-1	-9	0
38	CC(C)C[C@H]1COc2cccc(F)c2S(=O)(=O)N1Cc1cn(Cc2ccc(Cl)cc2)nn1	-1	-18	-7	-4	·	·	-2	-1	·	3
39	COc1ccccc1CNc1nc2ccccc2n1CCN1CCCCC1	3	-3	6	2	-6	-1.3	-2	2	10	-5
40	CCOC(=O)c1c(C)[nH]c(C(=O)OC(C)C(=O)NCc2ccccc2)c1C (stereo unspecified)	1	2	2	2	-4	2.7	-1	1	6	0
41	N#C/C(=C\c1ccc(C(=O)O)cc1)c1nc2sc3c(c2c(=O)[nH]1)CCCC3	2	-15	-5	6	4	0.4	3	-2	6	45*
42	O=C(CSc1nc2ccccc2[nH]1)NCc1ccco1	0	4	-1	3	0	-1.2	-5	0	3	0
43	Cc1ccc(/C=N/NC(=O)c2nnn(-c3nonc3N)c2CSc2ccc(Cl)cc2)o1	1	-1	1	2	-28	-1.3	-3	1	5	5
44	COc1ccc(-c2csc(N(CC3CCCO3)C(=O)c3ccccc3)n2)cc1 (stereo unspecified)	-2	-1	-4	-4	1	-1.1	10	-2	2	2
45	CCCCCCn1c(=O)n2n(c1=O)C[C@]1(OC(=O)NC3CC3)CN(S(=O)(=O)c3ccc(C)cc3)C[C@]1(O)C2	2	6	2	-1	-3	0.5	13	0	-2	3
46	O=C1[C@@H]2CSCN2C(=O)CN1Cc1c(F)cccc1Cl	6	5	3	0	6	-1.0	3	1	2	-2
47	O=C(NC1=NCCS1)c1cc(-c2ccc(F)cc2)nc2ccccc12	3	-10	2	0	-25	-2.2	-1	2	7	2
48	COCCCC1CCN(C(=O)C2CCC(=O)N(CCCc3ccccc3)C2)CC1 (stereo unspecified)	-3	3	4	20*	4	-0.6	2	5	-5	0
49	Cc1ccc(-n2ccc(=O)c(-c3ccnc(SCc4cccc(Cl)c4)n3)n2)cc1	-3	-14	11	0	-25	7.1	-1	0	2	2
50	COc1ccc(OC)c(C(=O)N2CCC(C(=O)c3ccc(F)cc3)CC2)c1	-4	1	8	-6	0	-3.0	1	0	-3	-5

Ordered by length of the SMILES (smallest number first): some entries from above.
entry	canonical_smiles	MBD2 DNA inh	ABHD4 inh	NR1D1 modulator	LEDGF integ inh	HTRA1 inhibitor	PG9 binder	UHRF1 MBD2 ctr	PRMT1 FP inh	TCR-CD3 inh	rCAG binder
50	COc1ccc(OC)c(C(=O)N2CCC(C(=O)c3ccc(F)cc3)CC2)c1	-4	1	8	-6	0	-3.0	1	0	-3	-5
34	CC(=O)Nc1ccc(NC(=O)C(C)OC(=O)/C=C/c2ccc3c(c2)OCO3)cc1 (stereo unspecified)	0	0	-5	0	0	-2.6	2	-1	-2	1
35	CN(C)CCN1CCN(C2CN(Cc3cn(Cc4cccc(Cl)c4)nn3)S(=O)(=O)C2)CC1 (stereo unspecified)	9	5	-1	0	·	0.7	21	-4	2	2

Molecules listed so far that contain an aryl methoxy group, in the order listed:
entry	canonical_smiles	MBD2 DNA inh	ABHD4 inh	NR1D1 modulator	LEDGF integ inh	HTRA1 inhibitor	PG9 binder	UHRF1 MBD2 ctr	PRMT1 FP inh	TCR-CD3 inh	rCAG binder
10	COc1ccc(-c2cc(=O)oc3cc(OCC(=O)NCCN4CCOCC4)ccc23)cc1	-3	-6	5	4	4	1.3	1	0	0	-4
12	COc1ccc(-c2ccnc3nc(/N=C/N(C)C)nn23)cc1	3	0	-4	2	·	0.3	1	-2	1	-4
13	COc1ccc(NC(=O)Cn2c(-c3ccccc3)cc(C(C)=O)c2C)c(OC)c1	-2	-4	5	4	3	0.1	3	0	1	-4
18	COc1ccc(CNC(=O)c2sc(=O)n(Cc3ccccc3OC)c2C)cc1	3	-4	-11	2	·	0.7	3	-5	3	2
24	COc1ccc(N2CCN(C3CC(=O)N(C)C3=O)CC2)cc1 (stereo unspecified)	3	-2	-2	0	5	-0.5	-1	0	2	0
27	COc1ccc(CN2CCNC(=O)C2CC(=O)N(C)CC2CCOCC2)c(F)c1 (stereo unspecified)	-6	-4	2	-1	1	-1.2	-3	-3	9	-4
39	COc1ccccc1CNc1nc2ccccc2n1CCN1CCCCC1	3	-3	6	2	-6	-1.3	-2	2	10	-5
44	COc1ccc(-c2csc(N(CC3CCCO3)C(=O)c3ccccc3)n2)cc1 (stereo unspecified)	-2	-1	-4	-4	1	-1.1	10	-2	2	2
50	COc1ccc(OC)c(C(=O)N2CCC(C(=O)c3ccc(F)cc3)CC2)c1	-4	1	8	-6	0	-3.0	1	0	-3	-5

Source: PubChem (several laboratories)
